Pin1 inh: qHTS Assay to Find Inhibitors of Pin1. 390,000 compounds, 0.009% hits. Pin1 FP peptide displacement, HiFluor488, 10 min. Potency, µM (series often up to 115 µM), for inactives: at the top dose activity, negative = inhibition, hits mostly inhibitors. Peptidyl-prolyl cis-trans isomerase NIMA-interacting 1 (Homo sapiens), Q13526; active = well fitted inhibition curve with a large enough effect in the polarisation, with a control signal flat, not every such curve was filed as active; inconclusive = small, poorly fitted or top-dose-only effect, or effect the other way, or a change in a side signal; inactive = no such curve, though single readings can be large or run the other way; the % refers to the polarisation; note: % is set by controls: 0 for no effect and ±100 for the full control effect
Target sequence (Q13526 whole entry, looked up): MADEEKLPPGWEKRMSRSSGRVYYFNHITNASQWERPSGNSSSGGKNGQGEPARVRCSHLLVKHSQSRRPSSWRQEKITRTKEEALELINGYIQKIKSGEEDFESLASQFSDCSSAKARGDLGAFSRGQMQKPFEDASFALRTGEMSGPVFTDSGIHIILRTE
ALOX12 inh: Primary qHTS assay for inhibitors of human arachidonate 12S-lipoxygenase (ALOX12): Round 2; 580,000 compounds, 1.1% hits; purified 12hLO, xylenol orange hydroperoxide absorbance; Potency, µM (series often up to 108 µM), inactives show at the top dose activity change, negative = inhibition, usual class: inhibitors; Polyunsaturated fatty acid lipoxygenase ALOX12 (Homo sapiens), P18054; note: % is set by controls: 0 for no effect and ±100 for the full control effect
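Hydroperoxide product was detected by ferrous iron/xylenol orange as the 573 to 405 nm absorbance ratio. Arachidonic acid at 40 uM (final) was turned over for 30 min at room temperature by 150 nM human 12hLO, pH 7.0 Hepes buffer, after 15 min compound preincubation.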
ERG Ets-DNA blk: qHTS for Small Molecule Inhibitors of the ERG Ets/DNA interaction; Potency, µM (highest dose often 76.9 µM), inactives show top-dose FP activity, negative = inhibition, actives largely listed as inhibitors; AID 624246, 2012; Transcriptional regulator ERG (Homo sapiens), P11308; fluorescence polarization, His-ERG Ets domain / labelled DNA; 370,000 compounds, 0.028% hits; active = well fitted inhibition curve with a large enough effect in the polarisation, with a control signal flat; inconclusive = small, poorly fitted or top-dose-only effect, or effect the other way, or a change in a side signal; inactive = no such curve, though single readings can be large or run the other way; the % refers to the polarisation;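 note: polarization taken with two DNA probes labelled with fluorescein and Texas red; % of control where 0% means no effect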
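His-tagged ERG Ets domain (1 uM in the protein solution; 300mM KCl, 50mM Tris-HCl, 1mM EDTA, 1mM DTT, pH 7.5) received compound, then a probe mix of 5 nM fluorescein-DNA and 100nM Texas-615-DNA. Fluorescence polarization was read for both dyes.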
RGS4 inh: Inhibitors of Regulator of G Protein Signaling (RGS) 4: qHTS | Potency, µM (doses to about 114 µM), for the others: at the highest dose activity change, negative = inhibition, actives largely listed as inhibitors | 390,000 compounds, 0.039% hits | Regulator of G-protein signaling 4 (Homo sapiens), P49798 | Transcreener GDP fluorescence polarization, RGS4-accelerated GTP hydrolysis; note: % is set by controls: 0 for no effect and ±100 for the full control effect; nearly all actives have a fitted effect of over 75% in size; some results filed as inactive show a strong effect at the top dose
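MLSMR compounds (23 nl, pin-transferred) preincubated 10 min at room temperature with a 500nM (2x) first reagent, then RGS4 at 900nM (2x) plus Transcreener GDP mix added; fluorescence polarization (620/688 nm) read before and after 90 min at 30 °C.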
GLS inh: qHTS for Inhibitors of Glutaminase (GLS); GLS enzymatic activity, qHTS titration; Potency, µM (series often up to 45.5 µM), for the others: at the highest dose activity change, negative = inhibition, actives largely listed as inhibitors; 410,000 compounds, 0.21% hits; note: % is set by controls: 0 for no effect and ±100 for the full control effect
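Human kidney-isoform GLS in 45 mM KH2PO4 pH 8.2, 0.02% Tween-20, with compound, started with 1mM L-Glutamine (added stock). Glutamate oxidase/HRP/Amplex red coupled fluorescence read at start and after 30 min at RT.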
Tb PGK inh: qHTS Assay to Find Inhibitors of Phosphoglycerate Kinase; Phosphoglycerate kinase, glycosomal (Trypanosoma brucei brucei), P07378; Potency, µM (highest dose often 57.5 µM), without a hit: top-dose activity change, negative = inhibition, hits mostly inhibitors; 380,000 compounds, 0.043% hits; PGK/GAPDH coupled, Kinase-Glo luminescence, 60 min; note: % is set by controls: 0 for no effect and ±100 for the full control effect; nearly all actives have a fitted effect of over 60% in size
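Recombinant glycosomal PGK reaction used 1,3-bisphosphoglycerate generated in-well by GAPDH (100nM final) in 100mM TEA pH 7.6, 5mM MgCl2, 0.01% Tween-20. After 60 minutes at room temperature, ATP was read by Kinase-Glo Plus luminescence end-point.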
JMJD2A Tudor inh: qHTS Assay for Inhibitors of JMJD2A-Tudor Domain | Lysine-specific demethylase 4A (Homo sapiens), O75164 | 390,000 compounds, 4.4% hits | AID 504339, 2011 | AlphaScreen JMJD2A-Tudor / H3K4me3 peptide binding | Potency, µM (highest dose often 114 µM), for the others: at the top dose activity change, negative = inhibition, hits mostly inhibitors; note: % is set by controls: 0 for no effect and ±100 for the full control effect; nearly all actives have a fitted effect of over 50% in size
HP1b chromo inh: HTS for Inhibitors of HP1-beta Chromodomain Interactions with Methylated Histone Tails; AlphaScreen HP1-beta / biotin-H3K9me3 peptide binding; AID 540317, 2011; Potency, µM (titrated, usually from 114 µM), inactives show top-dose activity change, negative = inhibition, usual class: inhibitors; Chromobox protein homolog 1 (Homo sapiens), P83916; 390,000 compounds, 0.56% hits; note: nearly all actives have a fitted effect of over 70% in size; inactives centre near 23
Target sequence (P83916 whole entry, looked up): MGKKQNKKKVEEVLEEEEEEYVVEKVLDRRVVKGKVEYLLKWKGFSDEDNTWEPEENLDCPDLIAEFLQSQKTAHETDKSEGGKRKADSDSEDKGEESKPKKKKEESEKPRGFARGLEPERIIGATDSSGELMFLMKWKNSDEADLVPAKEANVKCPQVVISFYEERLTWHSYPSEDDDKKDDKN
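HP1-beta protein (50 nM final) preincubated 30 min at room temperature with biotinylated H3(1-18)K9me3 peptide (50 nM) in PBS pH 7.4, 0.01% Tween-20, then compound added for 30 min. AlphaScreen streptavidin donor/nickel chelate acceptor beads (10 ug/mL final), 30 min dark, luminescence read.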
rTrxR1 inhibitor: qHTS Assay for Inhibitors of Mammalian Selenoprotein Thioredoxin Reductase 1 (TrxR1): qHTS | recombinant rTrxR1, NADPH fluorescence consumption, selenite substrate | 390,000 compounds, 1% hits | Thioredoxin reductase 1, cytoplasmic (Rattus norvegicus), O89049 | Potency, µM (titrated, usually from 114 µM), inactives show at the highest dose activity change, negative = inhibition, hits mostly inhibitors; note: % is set by controls: 0 for no effect and ±100 for the full control effect; nearly all actives have a fitted effect of over 65% in size
Target sequence (O89049 whole entry, looked up): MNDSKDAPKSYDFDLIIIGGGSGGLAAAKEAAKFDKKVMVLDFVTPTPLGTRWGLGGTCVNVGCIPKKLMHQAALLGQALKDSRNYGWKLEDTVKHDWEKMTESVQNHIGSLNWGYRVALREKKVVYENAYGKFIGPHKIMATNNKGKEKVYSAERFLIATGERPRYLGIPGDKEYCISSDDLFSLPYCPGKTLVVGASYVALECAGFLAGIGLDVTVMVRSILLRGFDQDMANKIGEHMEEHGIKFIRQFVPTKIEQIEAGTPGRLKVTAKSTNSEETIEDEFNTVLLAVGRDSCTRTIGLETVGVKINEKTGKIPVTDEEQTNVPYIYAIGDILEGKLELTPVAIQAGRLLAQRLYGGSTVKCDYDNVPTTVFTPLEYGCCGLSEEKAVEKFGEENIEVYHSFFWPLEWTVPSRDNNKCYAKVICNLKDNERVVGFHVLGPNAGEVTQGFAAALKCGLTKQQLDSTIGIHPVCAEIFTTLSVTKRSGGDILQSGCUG
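Rat TrxR1 (90 nM in the dispensed reagent) was pre-reduced with 400 uM NADPH for 5 min at room temperature, then incubated with compound for 15 min. After 400 uM selenite was added, NADPH fluorescence (Ex 340/Em 450 nm) was followed for 8 min.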
* marks the source's active call; other numbers are inactive results; i = inactive; ? = inconclusive; / = no result given; & = joins results of further samples; [ ] = dose if it differs, or a comment. Unless noted, calls come from the whole dose curve; as a rule, active = well fitted curve in the direction sought with a large enough effect; inconclusive = small, poorly fitted or top-dose-only effect, or another doubt; inactive = no such curve, though single readings can be large; an effect the other way counts as inactive or inconclusive. Potency is the fitted concentration of half-maximal effect. Some of the compounds tested; the hit share may differ from the screen's.

smiles | Pin1 inh | ALOX12 inh | ERG Ets-DNA blk | RGS4 inh | GLS inh | Tb PGK inh | JMJD2A Tudor inh | HP1b chromo inh | rTrxR1 inhibitor
CC1CN(C)C(C)C/C1=N/Oc1ccccc1[N+](=O)[O-] (stereo unspecified) | 2% | -15% | 0% | 7% | 8% | i | -28% | 4% | 2%
COc1ccc(OC)c(NC(=O)c2cc(-c3cc(C)ccc3O)n[nH]2)c1 | ? | 1% | 5% | ? | 2% | -10% | -16% | 25% | 11%[57.1 µM]
COc1ccc(-n2c(N)c(-c3nc4ccccc4n3C)sc2=S)cc1 | 3% | 4% | 9% | -15% | 20% | -6% | -21% | -11% | -8%
COCCCNC(=O)c1cn(C)c(=O)c2cc(OC)c(OC)cc12 | -2% | 5% | -4% | 48% | 4% | -2% | -12% | 7% | -14%
Cc1ccc(Sc2nc(C)cc(C)c2S(C)(=O)=O)cc1 | 8% | 54% | 2% | -22% | 3% | 7% | 15% | 47%[activator] | -5%
Oc1ccccc1C1C=C(c2ccc3c(c2)OCO3)NC(c2cccc(Cl)c2)N1 (stereo unspecified) | -1% | / | / | -15% | / | / | 2%[57.1 µM] | 7%[57 µM] | -3%
COc1ccc(CNC(=O)C(C)OC(=O)c2cccs2)cc1 (stereo unspecified) | -8% | -10% | 3% | 6% | 2% | -1% | -8% | 5% | 12%
Cn1c(-c2ccc(CN3CCCCC3)o2)nc2ccccc21 | 8% | 0% | 2% | -9% | -7% | -2% | -3% | 28% | 4%[57.1 µM]
Cc1ccc(-c2cc3ccccc3nc2N2CCOCC2)cc1 | ? | -4% | 18% | 47% | 1% | 3% | 129%[activator] | 139%[activator] | 11%[57.1 µM]
CCCCN1C(=O)C2C(c3ccc(OC)cc3O)NC(CC(C)C)(C(=O)O)C2C1=O (stereo unspecified) | -2% | -6% | -5% | -14% | -11% | -11% | -32% | 16% | -1%
COc1ccccc1N1CCN(S(=O)(=O)c2ccc3c(c2)oc(=O)n3C)CC1 | 1%&1% | 0%&-12% | 2%&0% | -5%&1% | -3%&1% | 10%&-6% | -16%&-15% | 8%&21% | 9%&10%
COCC1CCCCN1C(=O)c1ccc2nc(Cc3ccc(OC)c(OC)c3)oc2c1 (stereo unspecified) | -1% | ? | -6% | -30% | 3% | 2% | -21% | 19% | 7%
O/N=C\c1ccccc1Oc1ccc(F)cc1 | -8% | -2% | 18% | -3% | 2% | -1% | -15% | 28% | -2%[57.1 µM]
C#CCSc1nnc(-c2ccc([N+](=O)[O-])cc2)o1 | -11% | 1% | -11% | -12% | 9% | 1% | -23% | 7% | -7%
COc1cc2c(cc1OC)C(c1ccc([N+](=O)[O-])cc1)N(C(C)=O)CC2 (stereo unspecified) | ? | ? | -1% | -29% | -4% | 8% | -16% | 18% | 12%
CCOC(=O)[C@H]1[C@H]2COc3ccc(Cl)cc3[C@@H]2N2C(=O)CN(Cc3ccccc3)C(=O)[C@@]12C | -1% | -5% | 8% | -9% | 1% | 3% | -14% | 35% | 9%[57.1 µM]
COc1ccc(C(=O)NCCc2sc(-c3cccc(F)c3)nc2C)cc1 | 4% | -27% | -4% | -14% | 7% | 8% | -8% | 28%[57 µM] | 8%[57.1 µM]
COC(=O)/C=C\C(C#N)(C#N)N=Cc1ccc(OC)cc1 | 3% | ? | / | -52% | -3% | 11% | -22% | 15% | 2.2µM*
CCc1nnc(NC(=O)CCC(=O)N2CCN(CCOc3ccc(C)cc3)CC2)s1 | -10% | 1% | -2% | 16% | 11% | 0% | -8% | 41%[activator] | -11%
CC[C@]12c3[nH]c4ccc(Cl)cc4c3CCN1C(=O)[C@@H](CC(=O)NCc1ccco1)C[C@@H]2C(=O)N1CCN(C(=O)c2ccco2)CC1 | -4% | -20% | 16% | -29% | 1% | -1% | -30% | ? | 1%

Grouped by structure, the entries above containing a nitro group on carbon
smiles | Pin1 inh | ALOX12 inh | ERG Ets-DNA blk | RGS4 inh | GLS inh | Tb PGK inh | JMJD2A Tudor inh | HP1b chromo inh | rTrxR1 inhibitor
CC1CN(C)C(C)C/C1=N/Oc1ccccc1[N+](=O)[O-] (stereo unspecified) | 2% | -15% | 0% | 7% | 8% | i | -28% | 4% | 2%
C#CCSc1nnc(-c2ccc([N+](=O)[O-])cc2)o1 | -11% | 1% | -11% | -12% | 9% | 1% | -23% | 7% | -7%
COc1cc2c(cc1OC)C(c1ccc([N+](=O)[O-])cc1)N(C(C)=O)CC2 (stereo unspecified) | ? | ? | -1% | -29% | -4% | 8% | -16% | 18% | 12%

Other results
| compound | Pin1 inh | ALOX12 inh | ERG Ets-DNA blk | RGS4 inh | GLS inh | Tb PGK inh | JMJD2A Tudor inh | HP1b chromo inh | rTrxR1 inhibitor |
| --- | --- | --- | --- | --- | --- | --- | --- | --- | --- |
| COC(=O)c1cc(NC(=O)c2oc(=O)c3ccccc3c2-c2ccccc2)cc(C(=O)OC)c1 | 17% | -23% | 6% | 4% | -6% | -1% | -15% | 10% | 17% |
| COc1ccc(C2(c3ccc(OC)cc3)NC(=O)N(CC(=O)Nc3ccccc3)C2=O)cc1 | 1% | ? | -5% | 7% | -7% | -1% | -33% | ? | 13%[57.1 µM] |
| Cc1[nH]nc2c1C(c1ccc(O)cc1)C1=C(CC(C)(C)CC1=O)N2 (stereo unspecified) | 1% | 7% | 13% | 11% | 0% | -9% | -3% | 21% | 4% |
| COc1ccccc1N(CC(=O)N(C)Cc1ccccc1)S(=O)(=O)c1cccs1 | 6% | -5% | -29% | -12% | 4% | -3% | -10% | 31% | 15% |
| COc1ccc(CCNC(=O)CCCCCn2c(SCC(N)=O)nc3cc4c(cc3c2=O)OCO4)cc1OC | -5%&0% | 3%&15% | 0%&4% | -4%&-9% | 12%&6% | 1%&-9% | -13%&-4% | 14%&44% | 9%&1%[57.1 µM] |
| O=C(CC1C(=O)NCCN1CC1CCCCC1)NCc1ccccc1Cl (stereo unspecified) | 4% | -18% | -1% | -46% | 12% | i | -31% | 0% | 16%[57.1 µM] |
| COc1ccc(S(=O)(=O)NC(C)C(=O)NCc2ccncc2)cc1OC (stereo unspecified) | -10% | 94%[activator] | 7% | -16% | -6% | -10% | -12% | 22% | 18%[57.1 µM] |
| CC1CCn2c(nc3cc(C(=O)NCCc4ccc(Cl)cc4)ccc32)C1 (stereo unspecified) | 7% | 8% | 2% | 21% | -17% | 3% | -10% | 11%[57 µM] | -8%[57.1 µM] |
| COc1ccc(C(=O)CN2CCN(c3ccc(F)cc3)CC2)cc1 | 1% | 2% | 3% | -25% | 9% | -8% | -18% | 25% | ? |
| COc1ccc(C(=O)CC(=O)C(=O)Nc2ccc(C)c(Cl)c2)cc1 | 3% | 3% | -3% | -9% | 14% | -6% | -15% | 44%[activator] | 13% |
| Cc1occc1C(=O)N1CCCC(CO)(Cc2ccc(F)cc2F)C1 (stereo unspecified) | -12% | 2% | -7% | 3% | 4% | 2% | -23% | 4% | -14% |
| CC1CCCN(c2nc3c(c(=O)[nH]c(=O)n3C)n2CCSc2nc3ccccc3o2)C1 (stereo unspecified) | -3% | 1% | 3% | -26% | -11% | -2% | -16% | 26% | 18%[57.1 µM] |
| CCCNS(=O)(=O)c1ccc(OCC(=O)N2CCOCC2)cc1 | -16% | 2% | -11% | 16% | 2% | -5% | -6% | 12% | 24% |
| CCNc1cc(N2CCN(C3CCCCC3)CC2)c2noc3c2c1C(=O)c1ccccc1-3 | ? | 3% | -6% | -1% | -8% | -4% | 50µM* | ? | 1% |
| CCN(CC)C(=O)CCCOc1ccc(Cl)cc1Cl | 2% | -11% | 1% | -9% | -11% | -6% | -9% | 19% | 0% |
| N#CCN(N=Nc1ccccc1)c1ccccc1 | -11% | -2% | 11% | 26% | -2% | 0% | -13% | 42%[activator] | 6% |

Screening data deposited in PubChem by National Center for Advancing Translational Sciences (NCATS).
